Bioassay records (PubChem BioAssay)
PP5 inh: PP5 (human) phosphatase inhibition. purified PP5c, OMFP substrate fluorescence. P53041. hit rate 0.18% among 320,000. AID 1987. inhibition, % at 6.7 µM;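 active means inhibition above the campaign's mean inhibition across all tested compounds plus 3 SD, cut at about 9.5% in these data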;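 further: 0% = DMSO only and 100% = 100 µM cantharidin control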
Target sequence (P53041 whole entry, looked up): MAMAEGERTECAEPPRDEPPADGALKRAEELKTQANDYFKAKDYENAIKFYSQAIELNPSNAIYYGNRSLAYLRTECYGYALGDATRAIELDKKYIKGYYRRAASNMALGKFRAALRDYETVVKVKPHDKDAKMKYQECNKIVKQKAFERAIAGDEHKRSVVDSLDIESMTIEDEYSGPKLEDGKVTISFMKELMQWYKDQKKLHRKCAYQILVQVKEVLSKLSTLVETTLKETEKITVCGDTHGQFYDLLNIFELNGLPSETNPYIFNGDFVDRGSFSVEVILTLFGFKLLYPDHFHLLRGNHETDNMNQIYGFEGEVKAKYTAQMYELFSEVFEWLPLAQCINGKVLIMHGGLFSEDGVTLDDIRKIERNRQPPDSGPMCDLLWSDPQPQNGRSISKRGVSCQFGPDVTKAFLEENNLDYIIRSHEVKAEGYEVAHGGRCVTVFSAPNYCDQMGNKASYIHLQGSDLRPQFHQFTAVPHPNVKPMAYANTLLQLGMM
HCV core dimer: HCV core protein dimerization inhibition. TR-FRET GST/Flag-core106 dimerization, 1536-well. inhibition, % at 5 µM. AID 1899. hit rate 0.33% among 300,000;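 active means inhibition above the mean of all tested compounds plus 3 SD, set per screening campaign, cut at about 45% in these data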
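assay system = GST-tagged and Flag-tagged HCV core protein residues 1-106 | controls = unlabelled core106 and no-GST-core106 wells | incubation = compound-protein-antibody incubation 4 h at 22.5 °C | probe or stimulus = Eu donor and XL665 acceptor anti-tag antibodies | read-out = % inhibition based on acceptor/donor emission ratio | signal = TR-FRET 671 and 617 nm emission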
VLA-4 inh: inhibition in a human VLA-4 binding assay. P13612. AID 2557. hit rate 0.2% among 330,000. inhibition, % (about 7 µM as worked out from the volumes in the protocol). VLA-4 expressing cells, ligand binding flow cytometry; in the data active means inhibition above about 50%
PP1 counter: PP1-alpha (human) inhibition in PP5 counter-screen | purified PP1alpha, OMFP fluorescence | AID 2235 | P62136 | inhibition, % at 6.7 µM | hit rate 0.9% among 320,000;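 active means inhibition above the mean inhibition of all tested compounds plus 3 SD, computed separately for each screening campaign, cut at about 15% in these data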
Fh CTSL1 inh: counter-screen for PFM18AAP inhibitors: inhibitors of F. hepatica cathepsin L1; inhibition, % at 5.96 µM; recombinant F. hepatica cathepsin L1, Z-Leu-Arg-MCA fluorescence; hit rate 0.49% among 300,000; AID 1906;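 active means inhibition above the mean of all tested compounds plus 3 SD, set per screening campaign, cut at about 17% in these data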;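 further: 0% = plate median of test compound wells and 100% = 1 µM Z-Phe-Ala-diazomethylketone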
proCasp7 act: counter-screen: procaspase-7 (human) activation | P55210 | recombinant procaspase-7, Ac-DEVD-pNA absorbance 405 nm; D23A/D198A/D206A triple mutant, cannot self-cleave; scale: DMSO 0, 5 µM enzyme 100 | activation, % at 8.5 µM | hit rate 0.093% among 330,000 | AID 463210;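 active means percent activation above the screen-wide mean plus 3 SD, cut at about 25% in these data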
Target sequence (P55210 whole entry D23A/D198A/D206A): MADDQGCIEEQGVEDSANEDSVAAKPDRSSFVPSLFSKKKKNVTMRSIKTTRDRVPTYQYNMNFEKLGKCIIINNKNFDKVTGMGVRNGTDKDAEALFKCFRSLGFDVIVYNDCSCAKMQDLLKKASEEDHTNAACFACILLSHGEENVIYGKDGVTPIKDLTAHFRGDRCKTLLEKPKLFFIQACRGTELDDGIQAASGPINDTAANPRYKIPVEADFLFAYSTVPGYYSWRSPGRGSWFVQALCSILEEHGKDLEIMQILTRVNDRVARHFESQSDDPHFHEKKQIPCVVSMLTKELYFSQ
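Assay system: Uncleavable procaspase-7 mutant enzyme | Input: 2 µM procaspase-7 mutant as dispensed | Timing: 1 h compound preincubation, 2 h substrate cleavage, 25 °C | Repeats: One well per compound | Control set: DMSO wells as 0%, DMSO with 5 µM added PC-7 as 100% | Technique: Epi-absorbance of released pNA at 405 nm, two timepoints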
JMJD2C inh: blocks human GASC-1 demethylase activity | inhibition, % at 2.35 µM | Q9H3R0 | hit rate 0.069% among 330,000 | GST-JMJD2C(1-420) H3K9me3 demethylation, DELFIA europium;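 active means more than half of a compound's replicate wells show inhibition beyond 50%, single wells judged on their own value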;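 further: signal counts dimethyl H3K9 product captured on neutravidin plate; 0% = median of DMSO wells and 100% = 0.3 times that DMSO median; strong numbers were not always called active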
proCasp3 act: procaspase-3 (human) activation | AID 463141 | P42574 | recombinant procaspase-3 D3A, Ac-DEVD-pNA absorbance 405 nm | activation, % at 8.5 µM | hit rate 0.11% among 330,000;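 active means activation above the mean of all tested compounds plus 3 SD, cut at about 21% in these data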;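 further: 0% = DMSO alone and 100% = DMSO wells spiked with extra 5 µM PC-3 D3A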
Target sequence (P42574 whole entry D9A/D28A/D175A): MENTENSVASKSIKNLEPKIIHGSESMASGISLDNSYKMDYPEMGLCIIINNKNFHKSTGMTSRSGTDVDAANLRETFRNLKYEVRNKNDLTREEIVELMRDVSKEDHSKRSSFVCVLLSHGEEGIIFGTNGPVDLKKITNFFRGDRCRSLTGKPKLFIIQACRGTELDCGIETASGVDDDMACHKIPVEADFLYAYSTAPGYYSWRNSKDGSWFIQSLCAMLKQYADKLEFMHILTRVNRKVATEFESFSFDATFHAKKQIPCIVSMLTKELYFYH
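Assay system: Procaspase-3 D3A mutant, all three cleavage aspartates alanine. Buffer or medium: Zinc-free HEPES saline buffer with Triton X-100. Times: 1 h compound preincubation, 2 h substrate hydrolysis at 25 °C. Measured by: 405 nm absorbance of p-nitroaniline, reads at 0 and 120 min. Read-out basis: percent activation relative to control range. Replicates: singlicate.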
GRK2 aptamer HTS: human GRK2 inhibition via aptamer displacement. hit rate 0.59% among 330,000. AID 488847. inhibition of aptamer binding, % at 10 µM. bead flow cytometry, FAM-aptamer displacement from GRK2. P25098;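 active means inhibition of aptamer binding above 40%, roughly 3 SD of noise, on plates passing a quality check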;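 further: median bead fluorescence of bound FAM aptamer so fluorescent compounds give negative values; no value below 0 was filed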
An asterisk follows results filed as active; i = inactive; . = not tested or not shown. No enrichment for hits. About 2.6% of those tested had a hit in this group.

SMILES	PP5 inh	HCV core dimer	VLA-4 inh	PP1 counter	Fh CTSL1 inh	proCasp7 act	JMJD2C inh	proCasp3 act	GRK2 aptamer HTS
O=C(NCC1CCCO1)c1ccc(Cl)c(S(=O)(=O)Nc2ccccc2)c1 (configuration not stated)	1.3	-1	-6	-3	-1	2	-3	1	0
O=C(N/N=C/c1ccc(Cl)cc1)c1n[nH]c2c1CCCC2	1.2	0	26	3	-4	3	-2	-2	1
CC(C)CNC(=O)C(=O)NCCCN1CCOCC1	0.1	1	20	-2	-1	12	-8	-4	2
Cc1nc(N2CCN(S(=O)(=O)c3ccc(F)cc3)CC2)c2c(C)c(C)sc2n1	2.3	5	4	5	9	7	-4	1	0
CCCCn1c(N)c(N(CC)C(=O)C2CCN(C(=O)c3ccccc3C)CC2)c(=O)[nH]c1=O	2.0	.	15	-2	.	-3	10	3	4
Cn1c(NCc2ccco2)nc2c1c(=O)n(Cc1ccc(Cl)cc1Cl)c(=O)n2C	0.1	2	15	-1	5	-9	8	5	4
CCCCOc1ncnc2c1[nH]c1ccc(OCC)cc12	3.9	0	3	-4	1	-1	5	-6	1
O=C(OCc1cc2ccccc2[nH]c1=O)c1ccco1	-0.8	2	7	3	-1	1	3	-6	4
Cc1cc2ccccc2n1CCNC(=O)COc1ccccc1	1.0	-27	-19	9	5	-10	2	-10	0
O=C(Nc1c(Cl)cccc1Cl)c1cc(-c2ccco2)on1	0.7	-4	7	0	1	2	47	1	0
O=C1CC(Cc2ccccc2)C(=O)N1CCCn1ccnc1 (configuration not stated)	1.6	1	5	-5	3	-2	-2	4	5
Cc1cccc(OCc2n[nH]c(=S)n2C2CCCCC2)c1	4.5	2	14	0	-3	-13	1	-11	0
Cc1cccc(NC(=O)CCN2CCN(C/C=C/c3ccccc3)CC2)c1	1.9	-6	3	5	0	-2	31	12	3
CN(C(=S)Nc1cccnc1)c1ccc(O)cc1	3.7	1	-3	9	-4	-28	2	-17	0
CCOC(=O)C1(CCOC)CCN(CC(C)Cc2ccc3c(c2)OCO3)CC1 (configuration not stated)	-0.1	-11	8	3	0	9	-2	0	0
Cc1nc2c3ccccc3nc(NNC(=O)CCC(=O)N3CCC(C)CC3)n2n1	2.1	-15	8	0	1	-7	0	-1	0
Cc1cccc(NC(=O)CSCC(=O)NCc2cccc(C(F)(F)F)c2)c1	3.8	-1	3	-2	0	6	-1	-4	0
O=C(NCC1CCCO1)c1ccccc1-c1nc(-c2ccccc2F)no1 (configuration not stated)	0.1	-5	5	-1	1	5	4	5	1
COc1ccc(O)c(C=Nc2cc(NC(C)=O)c(Cl)cc2Cl)c1	-0.9	-3	-1	-2	1	7	-9	2	6
O=c1cc(Nc2ccc3c(c2)OCCO3)[nH]c(=O)n1Cc1ccc(F)cc1	-9.7	-15	-14	-1	12	-2	24	-6	4
Cc1ccc(C(=O)Nc2ccc3nccnc3c2)cc1	1.6	-1	5	3	4	-2	4	4	0
CCOc1cccc2c1OC1(CCCCC1)N1N=C(c3cccnc3)CC21 (configuration not stated)	0.8	6	-2	0	-4	6	-5	-9	3
COc1ccc(N2C(=O)C3[C@@H](C2=O)C2(Cl)C(Cl)=C(Cl)C3(Cl)C2(OC)OC)cc1 (some centres not stated)	0.5	10	9	6	1	3	3	2	0
Cc1nonc1NC(=O)CSc1nc2ccc(Cl)cc2[nH]1	3.7	-8	-7	2	-2	2	1	-1	0
CCCN(CC(=O)Nc1ccccc1C)C(=O)CSc1ccccc1C	-1.1	.	-9	-2	.	-14	0	13	0
COc1ccc(CN2C(=O)c3ccccc3C2=O)cc1C(=O)OCC(=O)NC1CCCCC1	1.9	4	18	-2	1	10	-2	3	0
O=C(NCc1ccccc1CN1CCCCC1)c1ccc(Cl)cc1N1CCCC1=O	0.6	.	-2	-2	.	2	6	-7	0
COc1ccc(NC(=O)Cn2nc(C(=O)O)c3ccccc3c2=O)cc1Cl	1.5	6	8	0	-4	-2	-3	1	0
COc1ccc(-c2csc(NC(=O)CSc3nc4ccccc4c(=O)[nH]3)n2)cc1	2.6	19	-10	17*	2	0	7	6	0
CC(C)OC(=O)NCCOC(=O)Nc1ccc(Cl)cc1	-0.2	-1	0	1	3	-2	-19	-2	2
Cn1c(-c2ccc3ccccc3n2)nc2cnccc21	3.0	0	13	0	2	-8	16	-8	0
CSc1ncc(CN2CCN(CC=C(C)C)C(CCO)C2)cn1 (configuration not stated)	-0.3	-2	-17	2	1	-5	1	2	0
CCCCCC(=O)Nc1ccc(N2CCN(C(=O)CCC)CC2)cc1	3.1	2	5	3	-1	-5	-1	10	1
COc1nc(-c2ccccc2)ncc1S(=O)(=O)c1ccccc1	3.6	-16	-14	3	2	1	-4	2	0
Cc1nc(C(N)=O)c(N)n1CCc1ccccc1	-0.6	8	-4	0	-3	2	4	7	2
CN=C(NC#N)SCC(=O)c1ccc(Cl)cc1Cl	3.8	-6	.	-4	1	-1	-17	5	0
COc1cccc(NC(=O)COC(=O)COc2ccccc2[N+](=O)[O-])c1	2.5	1	17	-2	-11	11	12	-11	3
CN(C(=O)COC(=O)c1ccccc1OCc1ccc(Cl)cc1)c1c(N)n(Cc2ccccc2)c(=O)[nH]c1=O	0.4	2	0	2	0	9	1	-6	0
C[C@]12c3[nH]c4ccccc4c3CCN1C(=O)C(CC(=O)NCCN1CCOCC1)C[C@@H]2C(=O)N1CCOCC1 (some centres not stated)	.	.	34	.	.	4	-1	4	3
COCc1cc(C)nc2sc(C(=O)Nc3ccccc3C)c(N)c12	3.0	0	10	0	0	-3	-19	0	2

Single entries from the results shown:
PP5 inh with `COc1ccc(-c2csc(NC(=O)CSc3nc4ccccc4c(=O)[nH]3)n2)cc1` is entered as 2.6
Fh CTSL1 inh with `CN(C(=O)COC(=O)c1ccccc1OCc1ccc(Cl)cc1)c1c(N)n(Cc2ccccc2)c(=O)[nH]c1=O` is entered as 0
proCasp3 act with `O=C(NCc1ccccc1CN1CCCCC1)c1ccc(Cl)cc1N1CCCC1=O` is entered as -7

Other compounds follow:
SMILES	PP5 inh	HCV core dimer	VLA-4 inh	PP1 counter	Fh CTSL1 inh	proCasp7 act	JMJD2C inh	proCasp3 act	GRK2 aptamer HTS
CC1(C)NC(=O)N(CC(O)COc2ccccc2[N+](=O)[O-])C1=O (configuration not stated)	0.4	0	-2	-2	-3	17	0	2	0
CCn1c(SCC(=O)Nc2sc(C)c(C)c2C#N)nnc1C1CC1	1.9	-4	4	-1	0	3	-7	4	0
CCN(CC(=O)NCc1cccs1)C(=O)CCOc1ccccc1C	-2.2	-4	-12	-2	-1	0	5	-6	2
c1ccc(OCCCn2nnc(-c3ccncc3)n2)cc1	1.0	0	0	-3	0	4	-5	10	0
N/C(=N\OC(=O)CCn1cccc(C(F)(F)F)c1=O)c1ccc(Cl)cc1	-0.9	0	18	-2	0	-6	-3	4	0
CCN1CCN(CC(O)COCC2COc3ccccc3O2)CC1 (configuration not stated)	0.1	-1	6	0	-8	0	-28	-3	0
COc1cc(SC)ccc1C(=O)OCC(=O)NC1CC1	-0.9	-2	0	0	-3	7	10	-6	3
O=C(/C(=C/O)N=Nc1ccccc1)c1ccc(Cl)cc1	2.2	19	6	2	-2	-9	-2	-4	1
O=C(CC1SCCNC1=O)Nc1cccc([N+](=O)[O-])c1 (configuration not stated)	-0.3	-4	21	1	2	-5	7	-6	4
O=C(Nc1cc2c3c(c1)CC(=O)N3CCC2)C1CC1	-0.8	-4	28	2	0	-2	-7	-2	0
CN(/N=C/c1ccc(-c2ccc([N+](=O)[O-])cc2)o1)c1ccccc1	0.4	55*	i	2	4	-3	0	-12	0
O=C(CCCOc1ccc(Cl)cc1Cl)Nc1ncccn1	2.1	4	14	-5	0	9	-4	8	0
CCCNC(=O)C(Cc1ccc(F)cc1)NC(=O)c1ccccc1 (configuration not stated)	1.4	.	-8	-5	.	-4	2	3	0
CCOc1cc(S(=O)(=O)N2CCC(C(N)=O)CC2)ccc1F	3.9	-2	15	-1	-3	-5	-1	6	0
CCOc1ccc(OCCCC(=O)NNC(=O)c2ccncc2)cc1	0.5	-2	6	-7	-5	11	1	2	0
COc1ccc(OC)c(S(=O)(=O)N2CCC(C(=O)NCC3CCCO3)CC2)c1 (configuration not stated)	1.3	-2	16	-4	-5	4	-11	4	1
CC(=O)c1c(C)nc(C)nc1NC(=O)C(C)C	2.2	0	-3	-1	0	1	-27	1	0
Cc1c(-c2ccco2)[n+](=O)c2c(n1[O-])CCC2	1.7	-3	9	-2	-2	-2	3	1	9
Cc1cc(NC(=O)CSc2nnc(-c3ccc(Br)o3)n2Cc2ccccc2)no1	-0.5	7	19	-1	7	2	-7	0	3
Cc1ccn2c(NC3CCCCC3)c(-c3cccc(-c4cccc(Cl)c4)c3)nc2c1	2.6	3	-14	17*	3	-1	-2	-4	15
O=C(Cc1cccc2ccccc12)NN1C(=O)/C(=C\c2cccnc2)SC1=S	-0.2	13	2	7	1	1	4	-1	2
COC(=O)C1CC(O)CN1C(=O)Nc1cccc(C(F)(F)F)c1 (configuration not stated)	0.3	-4	-6	-1	1	-1	-37	-6	3
CCN(CCCNS(=O)(=O)c1ccc2c(c1)CCN2C(C)=O)c1cccc(C)c1	4.0	-2	12	-1	2	2	4	-1	0
Cc1cccc(N(CC(=O)NC2CCCC2)C(=O)c2c(C)noc2C)c1	2.2	2	-7	-3	0	-9	6	-6	0
CS(=O)(=NS(=O)(=O)c1ccc(Cl)cc1)c1ccccc1 (configuration not stated)	0.7	1	12	-3	-1	1	-7	-3	0
CCC(Sc1nc2ccccc2c(=O)n1CC1CCCO1)C(=O)NCc1cccnc1 (configuration not stated)	7.4	0	3	-3	0	5	14	-8	5
COC(=O)c1ccccc1SC1CC(=O)N(c2ccccc2)C1=O (configuration not stated)	-0.7	0	10	-3	-3	-24	5	-19	0
O=C(Nc1ccc(Br)cc1)c1cccc(N2C(=O)C3C4C=CC(C4)C3C2=O)c1 (configuration not stated)	-0.4	-1	11	-3	3	14	-3	0	7
OCCC1CN(Cc2ccon2)CCN1Cc1ccc(F)c(F)c1 (configuration not stated)	-0.5	0	0	-1	-5	1	-11	-2	1
O=C(CCCNC(=O)c1ccc(Cl)cc1)NCc1ccc(F)cc1	2.0	-3	2	1	-1	-1	-3	-1	4
COc1ccc(C(=O)Nc2cc(C)nc3ccccc23)cc1OC	-0.1	-2	6	1	0	-7	6	3	0
O=C(CSc1nnc(NC(=O)c2ccco2)s1)NC1CCCCC1	-0.9	-4	4	1	2	-2	-17	-1	1
C[C@H](CO)N1C[C@H](C)[C@@H](CN(C)S(=O)(=O)c2cccs2)Oc2ccc(NS(=O)(=O)c3ccccc3)cc2C1=O	.	.	10	.	.	4	.	10	5

Records above printed as active in HCV core dimer.
structure | PP5 inh | HCV core dimer | VLA-4 inh | JMJD2C inh | proCasp3 act | GRK2 aptamer HTS
CN(/N=C/c1ccc(-c2ccc([N+](=O)[O-])cc2)o1)c1ccccc1 | 0.4 | 55* | i | 0 | -12 | 0
